Anthrax LF prot: blocks Bacillus anthracis lethal factor protease | P15917 | multiplex microsphere protease cleavage assay, LF | inhibition, % at 10 µM | 360,000 compounds, 0.12% hits; in the data active = inhibition above about 30%; note: plate controls were buffer without enzyme for full effect and enzyme alone for no effect
TcdB GH inh: inhibitors of Clostridioides difficile toxin B glycohydrolase | TcdB glycohydrolase enzymatic assay, plate reader | inhibition, % at 9.99 µM | 350,000 compounds, 0.24% hits; in the data active = inhibition above about 10%
Target sequence (P18177 whole entry, looked up): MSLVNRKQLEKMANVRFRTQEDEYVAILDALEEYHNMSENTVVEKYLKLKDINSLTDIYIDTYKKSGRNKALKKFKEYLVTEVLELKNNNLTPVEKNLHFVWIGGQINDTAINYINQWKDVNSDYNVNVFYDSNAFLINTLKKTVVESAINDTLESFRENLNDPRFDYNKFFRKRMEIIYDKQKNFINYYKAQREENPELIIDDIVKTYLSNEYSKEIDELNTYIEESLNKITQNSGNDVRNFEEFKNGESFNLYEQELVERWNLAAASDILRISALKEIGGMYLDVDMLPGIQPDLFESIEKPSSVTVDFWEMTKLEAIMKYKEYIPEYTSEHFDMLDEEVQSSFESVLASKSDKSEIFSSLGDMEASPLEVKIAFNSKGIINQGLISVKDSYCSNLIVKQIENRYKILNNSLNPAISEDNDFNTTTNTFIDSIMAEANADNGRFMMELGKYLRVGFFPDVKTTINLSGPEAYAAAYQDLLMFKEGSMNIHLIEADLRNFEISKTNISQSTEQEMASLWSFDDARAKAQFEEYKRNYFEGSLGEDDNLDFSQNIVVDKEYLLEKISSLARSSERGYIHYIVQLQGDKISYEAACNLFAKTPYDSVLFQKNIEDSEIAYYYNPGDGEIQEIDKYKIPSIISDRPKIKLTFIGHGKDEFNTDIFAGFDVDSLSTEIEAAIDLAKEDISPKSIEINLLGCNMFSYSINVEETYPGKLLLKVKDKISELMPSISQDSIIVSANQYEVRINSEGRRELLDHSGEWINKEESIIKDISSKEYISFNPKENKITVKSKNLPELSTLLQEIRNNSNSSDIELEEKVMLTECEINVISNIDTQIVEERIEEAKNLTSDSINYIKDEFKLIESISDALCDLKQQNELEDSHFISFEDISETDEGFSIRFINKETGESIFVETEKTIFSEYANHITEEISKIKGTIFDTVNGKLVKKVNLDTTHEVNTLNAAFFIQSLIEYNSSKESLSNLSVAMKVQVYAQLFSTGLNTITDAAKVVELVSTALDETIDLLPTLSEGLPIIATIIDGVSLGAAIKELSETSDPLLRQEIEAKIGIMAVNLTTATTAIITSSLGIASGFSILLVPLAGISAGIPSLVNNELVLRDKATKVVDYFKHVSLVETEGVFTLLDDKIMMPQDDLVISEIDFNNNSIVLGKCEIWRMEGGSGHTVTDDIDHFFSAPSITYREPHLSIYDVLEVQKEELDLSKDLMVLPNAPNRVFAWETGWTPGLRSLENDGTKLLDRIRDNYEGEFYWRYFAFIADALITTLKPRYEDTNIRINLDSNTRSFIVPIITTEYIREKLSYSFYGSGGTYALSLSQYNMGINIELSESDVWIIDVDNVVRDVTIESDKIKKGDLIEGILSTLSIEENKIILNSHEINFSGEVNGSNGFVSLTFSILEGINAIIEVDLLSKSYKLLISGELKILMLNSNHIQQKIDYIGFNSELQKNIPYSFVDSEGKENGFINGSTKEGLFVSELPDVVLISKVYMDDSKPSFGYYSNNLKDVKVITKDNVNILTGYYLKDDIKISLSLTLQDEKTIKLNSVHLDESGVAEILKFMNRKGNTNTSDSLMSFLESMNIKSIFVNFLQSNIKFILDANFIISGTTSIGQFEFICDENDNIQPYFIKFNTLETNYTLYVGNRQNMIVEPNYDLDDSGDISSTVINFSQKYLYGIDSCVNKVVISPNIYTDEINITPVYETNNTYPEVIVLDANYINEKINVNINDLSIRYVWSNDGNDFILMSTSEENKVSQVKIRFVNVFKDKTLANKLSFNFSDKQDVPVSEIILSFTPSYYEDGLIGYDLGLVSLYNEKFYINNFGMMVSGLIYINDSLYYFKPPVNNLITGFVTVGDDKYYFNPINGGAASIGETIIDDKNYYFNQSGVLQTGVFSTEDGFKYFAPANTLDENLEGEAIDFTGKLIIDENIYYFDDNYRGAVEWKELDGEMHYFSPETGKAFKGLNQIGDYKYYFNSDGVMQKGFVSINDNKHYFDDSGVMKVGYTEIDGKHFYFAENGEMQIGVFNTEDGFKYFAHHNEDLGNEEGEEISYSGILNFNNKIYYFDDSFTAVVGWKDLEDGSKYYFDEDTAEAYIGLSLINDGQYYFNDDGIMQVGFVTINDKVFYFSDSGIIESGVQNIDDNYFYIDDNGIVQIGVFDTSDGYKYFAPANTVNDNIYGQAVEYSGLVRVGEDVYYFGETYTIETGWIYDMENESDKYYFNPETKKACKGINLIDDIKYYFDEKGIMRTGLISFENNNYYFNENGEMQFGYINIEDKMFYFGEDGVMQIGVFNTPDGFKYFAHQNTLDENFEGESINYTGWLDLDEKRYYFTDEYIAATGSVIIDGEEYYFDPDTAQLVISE
* hit, by the source's call; & = joins results of further samples. Some of the compounds tested; the hit share may differ from the screen's.

Below each SMILES – TcdB GH inh | Anthrax LF prot
CCOC(=O)[C@]12CCCC=C1N(Cc1ccc3c(c1)OCO3)C(=O)[C@H](CC(=O)N1CCN(C(=O)C3CC3)CC1)C2
    1.5 | -1
FC(F)(F)c1ccccc1Cc1c(-c2cccc(Cl)c2)nc2c3ccccc3ccn12
    -3.1 | 0
COC(=O)[C@@]1(C(C)C)N=C(c2cc(OC)c(OC)c(OC)c2)[C@]2(O1)C(=O)Nc1ccc(F)cc12
    1.8 | -7
O=C1c2cccc(N3CCNCC3)c2C2CCCCN12 (configuration not stated)
    -0.5 | -13
O=C1C(=Cc2cccc(F)c2)Cc2ccccc21
    1.2 | 10
O=C(c1[nH]c(C(F)(F)F)nc1-c1ccccc1)N1CCN(c2ncccn2)CC1
    0.6 | 4
CN(Cc1ccc2c(c1)CCCN2C)C(=O)[C@H]1O[C@@H](n2cnc3c(N)ncnc32)[C@H](O)[C@@H]1O
    -7.9 | -8
CC1(c2nc3ccccc3[nH]2)CCCC2=Nc3ccccc3CN21 (configuration not stated)
    0.2 | -8
COc1ccc([C@H]2CC(=O)C[C@@H](CCn3cc(CC4CCCC4)nn3)O2)cc1
    0.6 | -2
COCCNC(=O)c1cc2c(c(-c3cccc(-c4cc5ccccc5o4)c3)n1)[C@@H](CCO)N(S(=O)C(C)(C)C)C2 (some centres not stated)
    0.9 | -4
CCCCc1c(-c2ccccc2OC)ncn1CCc1ccccc1Cl
    2.2 | 10
COCCN1C(=O)c2ccccc2C1c1nc2ccccc2[nH]1 (configuration not stated)
    0.5 | -10
CCOC1=C2[C@@H](CN(S(=O)(=O)c3ccc(C)cc3)[C@H]2c2ccccc2F)[C@H]2C(=O)N(Cc3ccccc3)C(=O)[C@H]2C1
    0.2 | -14
COC(=O)[C@]12CCCCC=C1N(Cc1cccc3ccccc13)C(=O)[C@H](CC(=O)N1CCCC1)C2
    1.9 | -1
O=C(c1ccc(CSc2ccc(Cl)cc2)o1)N1CCOCC1
    1.1 | 1

Next compounds:
Below each SMILES – TcdB GH inh | Anthrax LF prot
COC(=O)[C@]12CCCCC=C1N(Cc1ccco1)C(=O)[C@H](CC(=O)NCc1ccc(OC)c(OC)c1)C2
    1.5 | -11
COc1cc2ccc(CC(=O)O)cc2cc1OC
    -4.4 | -8
O=C1C(=Cc2cccc(Cl)c2)Cc2ccccc21
    0.8 | -10
COc1ccc(Cc2c(-c3ccc(OC)c(OC)c3)nc3c(C)cc(Br)cn23)c(C)c1
    0.2 | 20
CC1(C(=O)NC2CCCC2)CCC(=O)N1CCCn1ccnc1 (configuration not stated)
    -0.1 | -8
CC(C)C[C@H]1CN(CCCC[C@@H]2CNC(=O)C(=O)N2CC2CCCCC2)C(=O)C(=O)N1CCc1ccc(O)cc1
    1.5 | -6
Nc1[nH]c(C(=O)c2ccccc2)c(-c2ccc(Cl)cc2)c1C(=O)NCc1ccccc1
    0.1 | -8
COC(=O)c1ccc(N2C(c3ccsc3)=Cc3cc4c(cc3C2CC(=O)c2ccco2)OCO4)cc1 (configuration not stated)
    -1.0 | -5
CNc1ccc(Cl)cc1S(=O)(=O)c1ccccc1[N+](=O)[O-]
    0.6 | -3
N#Cc1ccc(-c2nc3c(Cl)cc(C(F)(F)F)cn3c2Cc2ccsc2)cc1
    2.3 | -1
CN(Cc1ccccc1)C(=O)[C@@H]1CCCN1C(=O)[C@@H]1CCCN1C(=O)c1cccc(Cl)c1
    5.8 | 1
CC1(c2nc3ccccc3[nH]2)CCC(=O)N1Cc1cccs1 (configuration not stated)
    1.6 | 4
CC(C)C[C@@H]1O[C@H](C(C)C)Cc2[nH][nH]c(=O)c21
    1.3 | 1
FC(F)(F)c1ccccc1Cc1c(C2CCCCC2)nc2c3ccccc3ccn12
    -6.6 | -4
O=C1NCN(c2ccccc2)C12CCN(C(c1cccc3ccccc13)c1nnnn1-c1ccc3c(c1)OCCO3)CC2 (configuration not stated)
    -0.6 | -4

Next structures:
Below each SMILES – TcdB GH inh | Anthrax LF prot
O=[N+]([O-])c1nccn1CC(O)CO (configuration not stated)
    0.4 | -6
O=C(NCCN1CCC(n2c(=O)[nH]c3ccccc32)CC1)c1ccc(F)c(C(F)(F)F)c1
    1.2 | -2
COC(=O)[C@@]1(Sc2ccc(C)cc2)CC(=O)N(C(=O)c2ccccc2)[C@@H]1c1ccccc1
    1.0 | -15
Cc1cccc(C)c1NC(=O)C(c1ccccc1)N1CCC(Cc2ccccc2)CC1 (configuration not stated)
    -0.8 | -4
CN(Cc1cn(Cc2ccc(Cl)cc2)nn1)C1CN(Cc2cn(Cc3ccc(Cl)cc3)nn2)S(=O)(=O)C1 (configuration not stated)
    2.2 | -6
CCOC(=O)N1CCN(C(=O)C[C@@H]2C[C@@]3(C(=O)OCC)CCC=C3N(Cc3cccc4ccccc34)C2=O)CC1
    1.8 | -6
COC(=O)[C@@]1(Sc2ccc(C)cc2)CC(=O)N(P(=O)(OC)OC)[C@@H]1c1ccccc1
    1.0 | -3
CC1=C(C(=O)N(C(C)C)C(C)C)CC(CC(=O)NCCN2CCOCC2)C(=O)N1Cc1ccc(F)cc1 (configuration not stated)
    0.1 | -9
CC1=C(C(=O)N(C(C)C)C(C)C)CC(CC(=O)NC2CCCC2)C(=O)N1Cc1ccc(F)cc1 (configuration not stated)
    1.2 | -7
COC(=O)c1ccc(CNc2ccc(C(C)=O)cc2)cc1
    1.8 | -3
CCCCCCCCN1C(=O)[C@H](CC(=O)NCc2cccc(C(F)(F)F)c2)C[C@@]2(C(=O)OCC)CCCC=C12
    0.1 | -3
COc1cc(-c2ccc(N3C(c4ccsc4)=Cc4ccccc4C3CC(C)=O)cc2)cc(OC)c1OC (configuration not stated)
    -0.1 | -7
O=C1NC[C@@H](CCCCN2C[C@H](Cc3ccccc3)N(CCC3CCCCC3)C(=O)C2=O)N(CCc2ccc(O)cc2)C1=O
    -1.3 | -1
Cc1ccc(CN2CC(N3CC=CC3)CS2(=O)=O)cc1 (configuration not stated)
    -0.6 | -7
Nc1nc(=O)n(C2CCC(CO)O2)cc1F (configuration not stated)
    0.3 | -5

Random excerpt: 5 records from the list
Below each SMILES – TcdB GH inh | Anthrax LF prot
CCCCCCCCN1C(=O)[C@H](CC(=O)NCc2cccc(C(F)(F)F)c2)C[C@@]2(C(=O)OCC)CCCC=C12
    0.1 | -3
COC(=O)[C@@]1(Sc2ccc(C)cc2)CC(=O)N(P(=O)(OC)OC)[C@@H]1c1ccccc1
    1.0 | -3
Nc1nc(=O)n(C2CCC(CO)O2)cc1F (configuration not stated)
    0.3 | -5
COc1cc(-c2ccc(N3C(c4ccsc4)=Cc4ccccc4C3CC(C)=O)cc2)cc(OC)c1OC (configuration not stated)
    -0.1 | -7
CN(Cc1cn(Cc2ccc(Cl)cc2)nn1)C1CN(Cc2cn(Cc3ccc(Cl)cc3)nn2)S(=O)(=O)C1 (configuration not stated)
    2.2 | -6

New compounds follow.
Below each SMILES – TcdB GH inh | Anthrax LF prot
CCN(C)C1CN(Cc2cn(Cc3ccc(OC)cc3)nn2)S(=O)(=O)C1 (configuration not stated)
    1.1 | -14
CCOC1=C2[C@H](c3ccccc3)N(S(=O)(=O)c3ccc(C)cc3)C(C(C)(C)C)[C@H]2C(C#N)(C#N)C(C#N)(C#N)C1 (some centres not stated)
    1.0 | -3
COc1ccccc1N1CCN(Cc2cc(=O)oc3ccccc23)CC1
    -7.2 | 3
CC1=CC(=NOS(=O)(=O)c2ccc(C)cc2)CC(C)(C)C1
    1.0 | -10
C[C@@H]1CCCN1[C@H]1CS(=O)(=O)N[C@@H]1COCc1ccccc1
    -4.8 | -2
CCOC(=O)N1CCN(C(=O)C[C@@H]2C[C@@]3(C(=O)OC)CCCCC=C3N(Cc3ccco3)C2=O)CC1
    0.8 | -10
CCCCn1nnnc1C(CC)N1CCC2(CC1)C(=O)NCN2c1ccccc1 (configuration not stated)
    1.4 | -8
COc1ccc(-c2nc3c4ccccc4ccn3c2Cc2ccccc2)cc1OC
    1.2 | -2
CCOC(=O)C1=CCN(S(=O)(=O)c2ccc(C)cc2)C1c1ccccc1F (configuration not stated)
    1.5 | -3
CCCNC(=O)c1cc2c(c(-c3cccc(-c4ccc(F)cc4)c3)n1)[C@@H](CCO)N(S(=O)C(C)(C)C)C2 (some centres not stated)
    1.0 | 0
CCOC(=O)[C@]12CCC=C1N(Cc1cccc3ccccc13)C(=O)[C@H](CC(=O)NCc1ccc(C)o1)C2
    1.6 | 2
COc1ccc(CCN2C(=O)c3ccccc3C2c2nnnn2-c2c(C)cccc2C)cc1OC (configuration not stated)
    1.2 | -5
CCOC(=O)[C@]12CCCC=C1N(Cc1ccc3c(c1)OCO3)C(=O)[C@H](CC(=O)N1CCN(C(=O)c3ccco3)CC1)C2
    0.0 | 2
COc1cc(NCC2COc3c(ccc(OC)c3OC)C2=O)c([N+](=O)[O-])cc1OC (configuration not stated)
    0.4 | -2
O=S1(=O)CC(N2CCC(Cc3ccccc3)CC2)CN1Cc1ccc(F)cc1 (configuration not stated)
    0.6 | -6

The list continues.
Below each SMILES – TcdB GH inh | Anthrax LF prot
N#CCCN(Cc1ccccc1)C(CCc1ccccc1)C(=O)NC1CCCCC1 (configuration not stated)
    -1.2 | -5
O=c1[nH]c2ccccc2n1C1CCN(Cc2ccc(-c3nc4ccc(F)cc4nc3-c3ccccc3)cc2)CC1
    1.6 | 0
FC(F)(F)Oc1ccccc1C(c1nnnn1-c1ccc2c(c1)OCCO2)N1CCN(C/C=C/c2ccccc2)CC1 (configuration not stated)
    0.2 | -12
CCOC(=O)[C@]12CCC=C1N(CCC1=CCCCC1)C(=O)[C@H](CC(=O)N1CCSCC1)C2
    -0.4 | 5
Clc1cccc(-c2nc3ccc(Cl)cn3c2Cc2ccccc2)c1
    1.5 | 3
CCCCn1c(O)c2n(c1=O)Cc1ccccc1N=C2c1ccccc1
    5.9 | -9
C[C@@H]1CN([C@H](C)CO)C(=O)CCCn2cc(nn2)CO[C@H]1CN(C)C(=O)C1CCCCC1
    0.9&-0.7&-6.4 | -14
O=C1NC[C@@H](CCCCN2C[C@H](Cc3ccccc3)N(CC3CCCCC3)C(=O)C2=O)N(Cc2ccccc2)C1=O
    0.3 | 0
O=S1(=O)CC(N2CCC(Cc3ccccc3)CC2)CN1Cc1ccccc1 (configuration not stated)
    1.1 | 0
O=c1ccn([C@@H]2O[C@H](CNCc3cccc4c3sc3ccccc34)[C@@H](O)[C@H]2O)c(=O)[nH]1
    0.1 | 2
CN(C)c1ccc(CNC(=O)CC[C@H]2O[C@@H](n3cnc4c(NC(=O)c5ccccc5)ncnc43)[C@H](O)[C@@H]2O)cc1
    -1.0 | -1
Cc1ccc(NC(=O)C2c3ccccc3-c3ccccc32)cc1
    -1.6 | 0
CCCCCCn1cc(CN(C)C2CN(Cc3cn(CCCCCC)nn3)S(=O)(=O)C2)nn1 (configuration not stated)
    -0.7 | -3
O=C(C1=NOC2(C1)C(=O)N(Cc1ccccc1)c1ccccc12)N1CCOCC1 (configuration not stated)
    1.1 | -5
CCOC(=O)Cc1c(-c2cccc(Cl)c2)nc2c3ccccc3ccn12
    0.9 | 1

Remaining list, next part
Below each SMILES – TcdB GH inh | Anthrax LF prot
CCCCNc1c(CC(C)C)nc2nc(C)cc(C)n12
    -2.0 | -1
CC(=O)C1=CCC(c2cccc(Cl)c2)N(S(=O)(=O)c2ccc(C)cc2)C1 (configuration not stated)
    1.9 | -5
Clc1ccc2nc(C3CCCCC3)c(Cc3ccccc3)n2c1
    -0.1 | 5
CCOc1cc(OCC)cc(C(=O)N2CCC[C@H]2C(=O)N2CCC[C@H]2C(=O)NCc2ccc(F)cc2F)c1
    2.4 | 0
COc1ccc2c(c1)CO[C@]21O[C@H](CCO)C[C@H](O)[C@H]1O
    2.7 | 4
COc1ccc(NC(=S)N2CCN(c3ccc4c(c3)C3CCN(C(=O)OCc5ccccc5)C4C3)CC2)c(OC)c1 (configuration not stated)
    1.3 | -9
CCCCNC(=O)C1c2ccccc2OCC(=O)N1Cc1cccnc1 (configuration not stated)
    1.2 | -7
CCOC(=O)[C@]12CCC=C1N(Cc1ccc(Cl)cc1Cl)C(=O)[C@H](CC(=O)NCCC(C)C)C2
    0.0 | 2
C/C=C1\NC(=O)[C@H](C)NC(=O)[C@@H](NC(=O)[C@@H](Cc2ccc(O)cc2)NC(=O)[C@@H](NC(=O)/C(C)=C/C)C(C)C)[C@@H](C)OC(=O)[C@H](CCCCc2ccc(O)cc2)NC(=O)[C@@H](CCC(=O)OC)NC1=O
    0.6 | -2
CCOc1cc2c(c3c1C(c1ccccc1)N(S(=O)(=O)c1ccc(C)cc1)C3)C(=O)C=CC2=O (configuration not stated)
    -3.2 | -4
CN(Cc1ccccc1)C(=O)[C@@H]1CCCN1C(=O)[C@@H]1CCCN1C(=O)c1ccc(Cl)cc1
    4.8 | -9
COc1ccc(-c2nc3cc(C)c(Br)c(C)n3c2Cc2ccccc2)cc1OC
    -0.5 | 8
CC1(C)CC(=O)C(C(c2ccc3c(c2)OCO3)C2C(=O)CC(C)(C)CC2=O)C(=O)C1
    0.7 | -2
C[C@H]1COc2cc(N3CC[C@H](O)C3)ccc2S(=O)(=O)N1
    -3.0 | -6
CCOC(=O)C1=CC[C@@H](c2ccccc2)N(S(=O)(=O)c2ccc(C)cc2)[C@H]1C=C(C)C
    2.2 | -8

The list continues.
Below each SMILES – TcdB GH inh | Anthrax LF prot
CC1(C(=O)Nc2ccc3ccccc3c2)CCC(=O)N1CCCn1ccnc1 (configuration not stated)
    0.0 | -1
COC(=O)c1ccc2nc(C3CCCCC3)c(Cc3cccc(Cl)c3)n2c1
    -0.1 | -9
O=C1NC[C@H](Cc2ccccc2)N(C[C@@H]2CCCN2C[C@H](Cc2ccccc2)N2C[C@H](Cc3ccc(O)cc3)N(CCc3ccccc3)C(=O)C2=O)C1=O
    1.0 | 0
COc1ccc(S(=O)(=O)N2CCC[C@H]2C(=O)N2CCC[C@H]2C(=O)N(C)Cc2ccccc2)cc1C
    -2.0 | -2
CC1(c2nnnn2-c2ccc3c(c2)OCCO3)CCC(=O)N1CCc1ccc(O)cc1 (configuration not stated)
    2.8 | 4
COc1ccc(Nc2c(-c3cccc(OC)c3)nc3nc(C)cc(C)n23)cc1
    1.3 | 2
O=S1(=O)CC(N2CCN(c3ccccn3)CC2)CN1C1CCCCC1 (configuration not stated)
    1.0 | -8

Screening data (PubChem)
